High-throughput results deposited in PubChem by Vanderbilt University.
GIRK2 act – Activates human GIRK2-containing potassium channels; 34,000 tested, under 10 active; activation (% efficacy), % for hits at 37.5 µM; P48051; AID 1259324; HEK293 GIRK2/NPY4 cells, thallium flux fluorescence;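 active means primary screen hit, no activity in plain HEK293 cells, and in GIRK2-only cells above 5% efficacy rising with concentration; inactive means the rest, including fluorescent compounds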;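 further: efficacy is normalized control-subtracted fluorescence 15 s after thallium addition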
Target sequence (P48051 whole entry, looked up): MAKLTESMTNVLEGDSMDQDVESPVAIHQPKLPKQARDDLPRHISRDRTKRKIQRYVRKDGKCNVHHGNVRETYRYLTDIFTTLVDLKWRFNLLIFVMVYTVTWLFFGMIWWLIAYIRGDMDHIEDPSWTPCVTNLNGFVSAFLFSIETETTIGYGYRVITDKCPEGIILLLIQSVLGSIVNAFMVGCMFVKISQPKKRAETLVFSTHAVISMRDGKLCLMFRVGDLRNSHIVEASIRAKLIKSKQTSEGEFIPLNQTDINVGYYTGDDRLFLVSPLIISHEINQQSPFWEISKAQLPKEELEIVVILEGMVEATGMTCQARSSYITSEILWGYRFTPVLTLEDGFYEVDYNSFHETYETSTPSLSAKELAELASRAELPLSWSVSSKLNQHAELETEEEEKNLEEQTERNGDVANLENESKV
Calls only; i = inactive. Not all compounds are listed; rates above refer to the full screens.

The opening three compounds, to show the layout:
SMILES	GIRK2 act
CN1C(=O)N(C)C2(CCN(C(=O)c3cccc(C(F)(F)F)c3)CC2)C1=O	i
CCOc1cn(-c2ccc(F)cc2)nc1C(=O)NCc1c(F)cccc1F	i
CCC(C)NC(=O)C(=O)Nc1c(C(N)=O)oc2ccccc12 (stereo not drawn)	i

All compounds of this part, previewed entries included:
SMILES	GIRK2 act
CN1C(=O)N(C)C2(CCN(C(=O)c3cccc(C(F)(F)F)c3)CC2)C1=O	i
CCOc1cn(-c2ccc(F)cc2)nc1C(=O)NCc1c(F)cccc1F	i
CCC(C)NC(=O)C(=O)Nc1c(C(N)=O)oc2ccccc12 (stereo not drawn)	i
Cc1ccc2oc(C(=O)NCCC3=CCCCC3)cc2n1	i
COCCN1CCC(CNC(=O)CCc2ccccc2)CC1	i
Cc1cc(C(=O)N2CCOCC2)nn1CC(=O)N(Cc1ccccc1)c1ccccn1	i
CCc1ccc(-c2cc3c(=O)n(Cc4nc(-c5cccc(C(F)(F)F)c5)no4)ccn3n2)cc1	i
CC(=O)c1ccc(C(=O)N(Cc2ccncc2)c2nc3ccc(Cl)cc3s2)cc1	i
CSc1ccc(CNC(=O)Cc2nnc(-c3cnccn3)o2)cc1	i
Cc1cc(C)c(C)c(OCC(O)CN2CC(C)CC(C)C2)c1 (stereo not drawn)	i
O=C(Nc1ccc2c(c1)OCO2)C(=O)NC1CCCCCC1	i
CCNC(=O)c1nsc(C(=O)N2CCN(c3ccccc3)CC2)c1N	i
COc1cccc(C2=NN(C(=O)C(C)C)C(c3ccc4nccnc4c3)C2)c1 (stereo not drawn)	i
O=C(N=C1SC2CS(=O)(=O)CC2N1c1ccc(Br)cc1)c1ccccc1 (stereo not drawn)	i
CC(Oc1ccccc1)C(=O)NCC1(c2cccs2)CCOCC1 (stereo not drawn)	i
Cc1ccc(S(=O)(=O)N(CCc2ccccc2)Cc2ccccn2)c(C)c1	i
Cc1ccccc1CN1N=NC2C(=O)N(c3cccc(Cl)c3)C(=O)C21 (stereo not drawn)	i
Cc1nc(N2CCN(C(=O)C(C)(C)Oc3ccc(Cl)cc3)CC2)cc(-n2ccnc2)n1	i
CN(C)C(CNC(=O)C(=O)Nc1ccc([N+](=O)[O-])cc1)c1cccs1 (stereo not drawn)	i
O=C(Cn1cc(-c2nnc(-c3ccco3)o2)c2ccccc21)NC1CCCC1	i
COc1ccc(S(=O)(=O)NCC(c2ccsc2)N2CCc3ccccc3C2)cc1 (stereo not drawn)	i
O=C(Cc1cc(-c2cc3ccccc3o2)on1)Nc1ccc2c(c1)OCCO2	i
COc1ccc(S(=O)(=O)NCC2CCN(Cc3ccccc3)CC2)cc1C	i
Cc1nc(NCCNC(=O)Nc2cc(F)cc(F)c2)cc(N(C)C)n1	i
Cc1ccnc(Nc2ccc(NCCNC(=O)c3ccc(C(F)(F)F)cc3)nn2)c1	i
COc1cn(CC(=O)NC2CCCC2)c(CSc2ccc(F)cc2)cc1=O	i
COc1ccc(Cl)cc1NC(=O)Cc1cc(-c2ccco2)on1	i
COc1ccc(-c2nnc(NC(=O)CSc3ccc(Cl)cc3)o2)cc1OC	i
Cc1ccc(-c2nc(NC(=O)C(C)(C)C)sc2C)cc1	i
CC(C)(C)NC(=O)N1CCC(CNC(=O)C2(c3cccs3)CCCC2)CC1	i
O=C(NCCc1c[nH]c2ccccc12)c1cc(N2C(=O)CCS2(=O)=O)ccc1Cl	i
CCc1c(C)nc(SCC(=O)N2CCN(c3ccccc3)CC2)[nH]c1=O	i
O=C(Nc1c2c(nn1-c1cccc(Cl)c1)CS(=O)(=O)C2)C(=O)N1CCCC1	i
Cc1ccccc1OCC(=O)NCC1CCN(C(=O)NC(C)(C)C)CC1	i
CCSc1ccccc1C(=O)N1CCC(c2nnc(-c3ccco3)s2)CC1	i
COc1ccc(OC)c(CCn2c(=S)[nH]c3c(oc4ccccc43)c2=O)c1	i
Cc1cc(S(=O)(=O)N2CCN(c3ccc4nncn4n3)CC2)ccc1F	i
Cc1nc2cc(NC(=O)C3CN(C(=O)c4cnccn4)C3)ccc2s1	i
O=S(=O)(c1ccc(Cl)cc1)N1CCC(c2nnc(-c3ccco3)o2)CC1	i
COC(CNc1nc(=S)[nH]c2ccccc12)OC	i

Five compounds drawn at random from the list so far:
SMILES	GIRK2 act
COc1ccc(S(=O)(=O)NCC(c2ccsc2)N2CCc3ccccc3C2)cc1 (stereo not drawn)	i
CCSc1ccccc1C(=O)N1CCC(c2nnc(-c3ccco3)s2)CC1	i
COC(CNc1nc(=S)[nH]c2ccccc12)OC	i
Cc1ccc(-c2nc(NC(=O)C(C)(C)C)sc2C)cc1	i
Cc1cc(S(=O)(=O)N2CCN(c3ccc4nncn4n3)CC2)ccc1F	i

The listing continues:
SMILES	GIRK2 act
Cc1nnc(-c2cn(CC(=O)NC(C)C)c3ccccc23)o1	i
COc1ccccc1NC(=O)Nc1ccc2c(c1)CC(=O)N2C	i
CN(C)C(CNC(=O)NCc1cccc2ccccc12)c1ccco1 (stereo not drawn)	i
O=C(Nc1ccc(N2CCCS2(=O)=O)cc1)NC(c1ccccc1)c1ccccc1	i
Cc1cc(C)c(S(=O)(=O)NCCCn2nc(-c3cccs3)ccc2=O)cc1C	i
Cc1ccc(-n2nc3c(c2NC(=O)C(=O)NCCO)CSC3)c(C)c1	i
Cc1ccc(N2CC(C(=O)NCC3CCN(C(=O)Oc4ccccc4)CC3)CC2=O)cc1C (stereo not drawn)	i
O=C(Cn1nc(C(=O)Nc2ccccc2)ccc1=O)Nc1ccc(OC(F)(F)F)cc1	i
O=S(=O)(NCCCN1CCOC(c2ccccc2)C1)c1ccccc1Cl (stereo not drawn)	i
Cc1ccc(Nc2ccc(NC(=O)c3ccc(Br)o3)cc2)nn1	i
COCCn1cnc2c(-c3ccccc3)cn(CC(=O)Nc3ccc(OC)c(Cl)c3)c2c1=O	i
O=C(Nc1cccc([N+](=O)[O-])c1)c1ccc(=O)n(Cc2cccc([N+](=O)[O-])c2)c1	i
COc1ccc(OC)c2sc(N(Cc3ccncc3)C(=O)/C=C/c3cccc([N+](=O)[O-])c3)nc12	i
O=C(c1ccc(S(=O)(=O)c2ccc(Cl)cc2)nc1)N1CCN(c2ccccc2)CC1	i
CC(C)S(=O)(=O)c1ccc(CC(=O)NCC2CCN(C(=O)c3cccn(C)c3=O)CC2)cc1	i
CC(C)(C)n1ncc2c(=O)n(NC(=O)C3(c4ccc(Cl)cc4)CCCC3)cnc21	i
Cn1cccc1C(O)CNC(=O)c1c(F)cccc1F (stereo not drawn)	i
O=C(Nc1ccc2c(c1)OCCO2)c1ccc(S(=O)(=O)N2CCOCC2)o1	i
COc1ccc(S(=O)(=O)NCC2CCN(C(C)C)CC2)cc1OC	i
O=c1ccc(-c2cccnc2)nn1CCNS(=O)(=O)c1ccccc1Cl	i
O=C(NCc1ccc(F)cc1)N1CCC(c2nnc(-c3ccc(F)cc3)o2)CC1	i
Cc1ccc(S(=O)(=O)c2cnc(SCC(=O)Nc3ccc(Br)cc3)[nH]c2=O)cc1	i
CC(=O)Nc1ccc(Nc2c3c(nc4c(-c5ccccc5)c(C)nn24)CCC3)cc1	i
Cc1ccc(N2CCCS2(=O)=O)cc1NC(=O)C1CCCC1	i
CC(C)CC(NC(=O)CC12CC3CC(CC(C3)C1)C2)C(=O)NC1=NCCS1 (stereo not drawn)	i
O=C(CC1Sc2ccccc2NC1=O)NC1CCCCC1 (stereo not drawn)	i
CCOC(=O)CS/C(=C\C=C\c1ccccc1)C(=O)O	i
CCn1nccc1C(=O)Nc1nc2ccc(S(=O)(=O)N(C)C)cc2s1	i
CCOCC(=O)Nc1nnc(-c2cc(C)n(C(C)C)n2)o1	i
CCCC(=O)N(CCCN1CCOCC1)c1nc2c(C)ccc(Cl)c2s1	i
Cc1ccccc1NC(=O)CN1CCC(c2nc(-c3ccccc3Cl)no2)CC1	i
O=C(Nc1ccc(SCC(=O)N2CCN(c3ccccc3)CC2)nn1)C1CC1	i
COc1ccc(-c2noc(-c3ccc(=O)n(CC(=O)NCc4cccc(OC)c4OC)c3)n2)cc1	i
COc1ccc(CCC(=O)Nc2cc(-c3ccco3)nn2-c2nc(C)c(C)c(=O)[nH]2)cc1	i
CC(=O)N1CCc2ccc(NC(=O)CCCc3ccccc3)cc21	i
CC(C)S(=O)(=O)c1ccc(CC(=O)NCc2n[nH]c(=O)c3ccccc23)cc1	i
COc1cc(/C=C/C(=O)NCC2CCN(C(=O)COc3ccccc3)CC2)cc(OC)c1OC	i
O=C(Cc1csc(NC(=O)c2ccc3c(c2)OCO3)n1)Nc1nc2c(s1)CCCC2	i
COc1ccc(CCS(=O)(=O)NCCN2CCC(c3cccs3)CC2)cc1	i
COc1ccc(NC(=O)c2sccc2N(C)S(=O)(=O)c2ccccc2)cc1OC	i

Some of the entries so far, with each value named:
> COc1ccccc1NC(=O)Nc1ccc2c(c1)CC(=O)N2C
  GIRK2 act = i

> CN(C)C(CNC(=O)NCc1cccc2ccccc12)c1ccco1 (stereo not drawn)
  GIRK2 act = i

> O=C(Nc1ccc(N2CCCS2(=O)=O)cc1)NC(c1ccccc1)c1ccccc1
  GIRK2 act = i

> Cc1cc(C)c(S(=O)(=O)NCCCn2nc(-c3cccs3)ccc2=O)cc1C
  GIRK2 act = i

Later entries:
SMILES	GIRK2 act
O=C(c1nnn(-c2ccccc2)c1CSc1ncccn1)N1CCc2ccccc2C1	i
CSc1ccccc1NC(=O)C(=O)NCC(O)(c1ccco1)C1CC1 (stereo not drawn)	i
CSc1ncccc1C(=O)Nc1ccc2c(c1)N(S(C)(=O)=O)CCC2	i
Cn1cccc1C(CNS(=O)(=O)c1ccc(C(C)(C)C)cc1)N1CCOCC1 (stereo not drawn)	i
N#Cc1ccc(C(=O)NCCCN2CCOC(c3ccccc3)C2)cc1 (stereo not drawn)	i
Cc1ccc(Oc2ccc(C(=O)N3CCC(C(N)=O)CC3)cc2)nn1	i
CCCc1ccc(S(=O)(=O)NC2CC(=O)N(C)C2)cc1 (stereo not drawn)	i
CC(C)S(=O)(=O)c1ccc(CC(=O)N2CCN(c3nccn3C)CC2)cc1	i
COc1ccc2nc(-c3cccc(NC(=O)c4ccccc4F)c3)cn2n1	i
Cc1ccc(C(=O)Cn2cnc(-c3ccc(F)cc3)cc2=O)c(C)c1	i
Cc1cc(N2CCN(Cc3ccccc3)CC2)nc(-n2cc([N+](=O)[O-])cn2)n1	i
O=C1NC2(CCN(S(=O)(=O)c3ccccc3)CC2)C(=O)N1Cc1ccc(F)cc1	i
CC(=O)Nc1ccc(OCC(O)Cn2cnc3ccccc32)cc1 (stereo not drawn)	i
CC(=O)N1CCc2ccc(NC(=O)CSc3ccc(F)cc3)cc2C1	i
Cn1ccnc1N1CCN(C(=O)c2ccc(S(=O)(=O)N3CCOCC3)cc2)CC1	i
COc1ccc(S(=O)(=O)c2c(C)cc(C)n(CC(=O)NCc3ccc(C)cc3)c2=O)cc1	i
O=C(NCC1CCN(c2ccccn2)CC1)C(=O)Nc1cccnc1	i
Cc1nc(NC(=O)CCn2cnc3ccccc3c2=O)sc1C(=O)N(C)C	i
Cc1ccccc1NC(=O)NCC1CCN(S(C)(=O)=O)CC1	i
CCn1nccc1C(=O)Nc1ccc(OC)c2ccccc12	i
CCOc1ccc(NC(=O)Cn2cc(-c3ccc(Cl)cc3)c(N3CCOCC3)n2)cc1	i
Cc1ccc(S(=O)(=O)NCC2CCN(S(=O)(=O)C3CC3)CC2)cc1C	i
COc1ccc(-c2ccc(N3CCN(C(=O)CCn4ccc(=O)[nH]c4=O)CC3)nn2)cc1	i
COc1cc(C(C)=O)ccc1OCC(O)CN1CCCCC1 (stereo not drawn)	i
COCC(C)NC(=O)C(=O)Nc1c2c(nn1-c1ccc(Cl)cc1)CSC2 (stereo not drawn)	i
COc1ccc(CCC(=O)N2CCN(Cc3nc(-c4ccco4)cs3)CC2)cc1	i
Cn1c(=O)[nH]c(=O)c2c1nc(NCC(=O)O)n2CCOc1ccccc1	i
COc1cc([N+](=O)[O-])ccc1NC(=O)Cc1ccc(F)cc1	i
CC(=O)N1CCc2c(sc(NC(=O)CCCS(=O)(=O)c3ccccc3)c2C(N)=O)C1	i
COC(=O)c1ccc(NC(=O)C(=O)NCC(c2cccn2C)N2CCCCCC2)cc1 (stereo not drawn)	i
Cc1cc(-c2nnc(NC(=O)C3COc4ccccc4O3)o2)nn1C (stereo not drawn)	i
O=C(COc1cccc(Cl)c1)NCCOc1ccc2nnc(-c3ccc(F)cc3)n2n1	i
N#Cc1ccc(NC(=O)CSc2ncc(S(=O)(=O)c3cccs3)c(N)n2)cc1	i
Cc1ccnc(Nc2ccc(NCCNC(=O)CCC3CCCCC3)nn2)c1	i
CCC(=O)Nc1ccc(SCC(=O)NCC2CCCO2)nn1 (stereo not drawn)	i
COc1cccc(-c2nc(COC(=O)c3nnn(-c4ccc(F)cc4)c3C)c(C)o2)c1OC	i
O=C(CCc1ccccc1)NCCCN1CCOC(c2ccccc2)C1 (stereo not drawn)	i
CCc1nc2sc(C(c3ccccc3F)N3CCCC3)c(O)n2n1 (stereo not drawn)	i
O=C(Cc1ccc(F)cc1)NCC1CCN(Cc2ccsc2)CC1	i
O=C(Cc1cc(-c2ccc(Cl)cc2)on1)N1CCOCC1	i
CC(=O)c1ccc(NS(=O)(=O)c2ccc(Oc3ccccc3C)cc2)cc1	i
Cc1c(Cl)cccc1S(=O)(=O)Nc1ccc(CC(=O)N2CCCC2)cc1	i
CC(C)CN1CC(=O)N(c2ccc(Cl)cc2)C2CS(=O)(=O)CC21 (stereo not drawn)	i
O=C(C1CCN(c2ccc(-c3cccs3)nn2)CC1)N1CCc2ccccc21	i
Cc1cccc(-n2ncc3c(=O)[nH]c(-n4nc(C)cc4NC(=O)c4ccccc4C(F)(F)F)nc32)c1	i
Cc1nnc(-c2cn(CC(=O)NC3CCCCC3)c3ccccc23)o1	i
O=C(Cc1ccc(-c2ccccc2)cc1)NCC1CCN(Cc2ccco2)CC1	i

Taken from above for reference:
SMILES	GIRK2 act
Cc1nnc(-c2cn(CC(=O)NC3CCCCC3)c3ccccc23)o1	i
O=C(Cc1ccc(-c2ccccc2)cc1)NCC1CCN(Cc2ccco2)CC1	i
